FLuc modulator – inhibits or activates purified firefly luciferase, miR-21 counter-screen | 6.9% of 360,000 active | purified FLuc, Km substrates, luminescence inhibition | Potency, µM (series often up to 57.5 µM), without a hit: top-dose activity change, negative = inhibition, actives largely listed as inhibitors;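 also: potency is read from the fitted curve at half-maximal effect; plate controls were vehicle for no effect and reference inhibitor for full effect; nearly all actives have a fitted effect of over 55% in size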
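Purified P. pyralis luciferase (10nM final) with 10uM D-luciferin and 10uM ATP (Km levels) in 50mM Tris acetate pH 7.5, 10mM Mg acetate, 0.01% Tween-20, 0.05% BSA; qHTS 6-point titration, ~60 µM downward; luminescence read.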
VP16 counter – Gal4-VP16 reporter inhibition counter-screen | Drosophila S2 Gal4-VP16 UAS-luciferase, luminescence, 20 h | Potency, µM (doses to about 53.6 µM), inactives show at the top dose activity, negative = inhibition, usual class: inhibitors | 3.5% of 310,000 active | AID 2546;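 also: Gal4-VP16 expression switched on by copper sulfate through the metallothionein promoter; potency is read from the fitted curve at half-maximal effect; % is scaled to controls: 0 for no effect and ±100 for the full control effect; nearly all actives have a fitted effect of over 50% in size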
ELG1 DNA repair – ELG1-dependent DNA repair inhibition | HEK293T ELG1-luciferase reporter, luminescence, 16 h; DNA damage induced by 5-fluorouridine | Potency, µM (series often up to 46.1 µM), for the others: top-dose activity change, negative = inhibition, hits mostly inhibitors | 2.3% of 330,000 active; also: potency is read from the fitted curve at half-maximal effect; % is scaled to controls: 0 for no effect and ±100 for the full control effect; nearly all actives have a fitted effect of over 55% in size
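Overnight (16 hr) co-exposure of 2,000 cells/well to 5-fluorouridine and compound at 37 °C preceded detection. Luciferase was quantified via ONE-Glo luminescence; loss of signal denotes inhibition.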
Menin MLL FP TR – displaces Texas Red mutant MLL peptide from human menin; 0.23% of 270,000 active; Menin + Texas Red MLL mutant peptide, fluorescence polarization; O00255; Potency, µM (titrated, usually from 61.6 µM), without a hit: top-dose FP activity change, negative = inhibition, hits mostly inhibitors; active = well fitted inhibition curve with a large enough effect in the polarisation, with a control signal flat, not every such curve was filed as active; inconclusive = small, poorly fitted or top-dose-only effect, or effect the other way, or a change in a side signal; inactive = no such curve, though single readings can be large or run the other way; the % refers to the polarisation; also: potency is read from the fitted curve at half-maximal effect; % of control where 0% means no effect; many of its hits are not listed in these tables
NPC1 promoter act – activators of NPC1 promoter | AID 485313 | Potency, µM (doses to about 9.22 µM), inactives show at the highest dose activation, actives largely listed as activators | 2.4% of 320,000 active | Huh7 NPC1 promoter luciferase reporter, 24 h;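 also: potency is read from the fitted curve at half-maximal effect; % of control where 0% means no effect; nearly all actives have a fitted effect of over 60% in size; reporter is driven by a mutant NPC1 promoter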
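Quantitative HTS used a cell-based reporter: Huh7 cells stably bearing the NPC1 promoter upstream of luciferase were treated with compounds for 24 h, and promoter activation was read as luminescence.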
KCNH2 3.1 block – blocks the human KCNH2 3.1 channel isoform; U2OS KCNH2 3.1, thallium flux FluxOr; active compounds read low; activity change, % (tested at about 1.8 µM); 0.95% of 340,000 active; AID 720553;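 active = maximum activity change below -70%; inconclusive = maximum activity change from -70% to -50%; inactive = maximum activity change above -50%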;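 also: thallium influx rate constant from kinetic fluorescence after stimulation buffer; % is scaled to controls: 0 for no effect and ±100 for the full control effect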
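Measured as rate of thallium-driven FluxOr signal in transduced U2OS cells carrying the 3.1 channel, read kinetically for 2 min upon stimulation; values are rate constants scaled to DMSO control wells.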
RORgamma inh – ROR gamma (mouse) transcription inhibition. P51450. Drosophila S2 Gal4-RORgamma UAS-luciferase reporter, 20 h. Potency, µM (highest dose often 53.6 µM), without a hit: at the top dose activity change, negative = inhibition, actives largely listed as inhibitors. 5.4% of 310,000 active; also: potency is read from the fitted curve at half-maximal effect; % is scaled to controls: 0 for no effect and ±100 for the full control effect; nearly all actives have a fitted effect of over 60% in size
Target sequence (P51450 whole entry, looked up, the tested form may be a part): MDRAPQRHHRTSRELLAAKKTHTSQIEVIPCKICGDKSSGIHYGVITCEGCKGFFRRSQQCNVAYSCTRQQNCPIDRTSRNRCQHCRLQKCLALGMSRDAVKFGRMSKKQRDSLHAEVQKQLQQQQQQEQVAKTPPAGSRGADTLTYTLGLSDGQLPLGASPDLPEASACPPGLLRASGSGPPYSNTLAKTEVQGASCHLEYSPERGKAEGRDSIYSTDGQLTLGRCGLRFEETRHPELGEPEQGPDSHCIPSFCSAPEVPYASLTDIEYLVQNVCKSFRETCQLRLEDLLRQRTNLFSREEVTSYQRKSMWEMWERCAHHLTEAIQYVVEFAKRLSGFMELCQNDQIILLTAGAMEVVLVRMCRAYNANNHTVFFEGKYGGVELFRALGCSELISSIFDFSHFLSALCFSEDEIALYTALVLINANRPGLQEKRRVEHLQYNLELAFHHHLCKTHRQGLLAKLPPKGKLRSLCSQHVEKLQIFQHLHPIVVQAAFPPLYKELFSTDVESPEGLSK
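Schneider cells (Drosophila), stable Gal4 DBD–ROR gamma + UAS-luc; 1 hr cmpd preincubation; Cu2+ induction 700 uM final; 20 hr ambient; luminescence.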
Mito fusion yeast – blocks mitochondrial division or promotes mitochondrial fusion; S. cerevisiae fusion-defective mutant growth rescue, CellTiterGlo 48 h; Potency, µM (top dose mostly 46.1 µM), for inactives: at the top dose growth rescue (activation), usual class: activators; 0.23% of 320,000 active;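 also: potency is read from the fitted curve at half-maximal effect; % of control where 0% means no effect; nearly all actives have a fitted effect of over 45% in size; temperature-sensitive fusion mutants such as fzo1-1 at 37 °C on non-fermentable ethanol glycerol medium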
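Yeast fusion mutant, YPEG (non-fermentable carbon), compound, 48 h at 37C non-permissive; CellTiterGlo added, 10 min RT, luminescence read. Rescued growth = division inhibition.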
MBNL1-CUG inh – inhibitors of human MBNL1 binding to CUG repeat RNA; Q9NR56; TR-FRET MBNL1-His/biotin-(CUG)12 binding, 665/545 ratio; Potency, µM (series often up to 57.5 µM), without a hit: top-dose activity change, negative = inhibition, actives largely listed as inhibitors; 0.036% of 280,000 active; active = well fitted inhibition curve with a large enough effect in the signal ratio, with a control signal flat, not every such curve was filed as active; inconclusive = small, poorly fitted or top-dose-only effect, or effect the other way, or a change in a side signal; inactive = no such curve, though single readings can be large or run the other way; the % refers to the signal ratio; also: potency is read from the fitted curve at half-maximal effect; % is scaled to controls: 0 for no effect and ±100 for the full control effect
Target sequence (Q9NR56 whole entry, looked up): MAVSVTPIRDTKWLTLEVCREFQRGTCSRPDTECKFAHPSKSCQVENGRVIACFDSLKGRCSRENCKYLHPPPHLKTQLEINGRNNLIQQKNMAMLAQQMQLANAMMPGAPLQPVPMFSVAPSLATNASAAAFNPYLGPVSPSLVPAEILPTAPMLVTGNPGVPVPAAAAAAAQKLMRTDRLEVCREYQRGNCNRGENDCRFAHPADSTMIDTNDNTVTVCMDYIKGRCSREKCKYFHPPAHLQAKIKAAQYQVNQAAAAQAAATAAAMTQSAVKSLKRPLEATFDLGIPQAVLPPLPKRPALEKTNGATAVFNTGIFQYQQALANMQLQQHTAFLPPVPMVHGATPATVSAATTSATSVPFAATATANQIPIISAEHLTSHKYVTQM
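Compound titration spanned 92 nM–58 uM against the MBNL1-His/biotin-(CUG)12 complex. After 60 min at room temperature with 5 nM streptavidin-XL665 and 0.055 ng/ul terbium anti-His, ratiometric 665/545 nm emission (Ex 340 nm) normalized to controls.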
PKM2 activator – PKM2 (human) enzyme activation. 0.34% of 260,000 active. Potency, µM (top dose mostly 57.5 µM), for the others: at the highest dose activation, usual class: activators. purified PKM2, Kinase-Glo ATP luminescence, activation; response scale: 0% is enzyme alone, no compound. AID 1631; also: potency is read from the fitted curve at half-maximal effect; % is scaled to controls: 0 for no effect and ±100 for the full control effect; nearly all actives have a fitted effect of over 55% in size
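ATP formation by purified human PK-M2, quantified via coupled luciferase luminescence after 1 h at room temperature with 0.1 mM ADP and 0.5 mM PEP final.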
Rab9 promoter act – activators of Rab9 promoter; Potency, µM (titrated, usually from 9.22 µM), without a hit: top-dose activation, negative = inhibition, hits mostly activators; AID 485297; 2.8% of 320,000 active; Huh7 Rab9 promoter-luciferase reporter, luminescence, 24 h; also: potency is read from the fitted curve at half-maximal effect; % of control where 0% means no effect; nearly all actives have a fitted effect of over 60% in size
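Steps: seed 1500 Huh7 Rab9-luc cells per well, rest 2 h at 37 °C; add compound in DMSO; incubate 24 h; add luciferase reagent, 10 min ambient; read luminescence.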
* marks the source's active call; other numbers are inactive results; ? = inconclusive; · = no result given; [ ] = remark or other dose. Unless noted, calls follow the shape of the dose curve; as a rule, active = well fitted curve in the direction sought with a large enough effect; inconclusive = small, poorly fitted or top-dose-only effect, or another doubt; inactive = no such curve, though single readings can be large; an effect the other way counts as inactive or inconclusive.

SMILES	FLuc modulator	VP16 counter	ELG1 DNA repair	Menin MLL FP TR	NPC1 promoter act	KCNH2 3.1 block	RORgamma inh	Mito fusion yeast	MBNL1-CUG inh	PKM2 activator	Rab9 promoter act
COc1ccccc1NS(=O)(=O)c1ccc(C)c(C(=O)NCC(c2ccco2)N(C)C)c1 (stereo unspecified)	3%	·	7%	·	3%	-2	·	1%	·	·	1%
COc1ccc(NC(=O)c2cccc(S(=O)(=O)N3CCCCC3)c2)c(OC)c1	0%	-5%	?	·	-4%	36	38%	-1%	-4%	·	-6%
CC(NC(=O)/C(C#N)=C/c1cn[nH]c1-c1ccccc1)c1ccccc1 (stereo unspecified)	2%	?	?	8%	-3%	-5	?	3%	?	23%	-3%
C/C(=C\C(=O)c1cccnc1)Nc1ccc(C(=O)O)cc1	-3%	-2%	10%	-9%	0%	-2	-30%	0%	0%	-2%	3%
CCCCOC(=O)c1nnc(-c2ccc(Cl)cc2)o1	?	-4%	-1%	·	1%	15	2%	0%	-4%	0%	-2%
CCCn1nnnc1NCc1ccccc1Cl	-1%	-3%	-2%	7%	-6%	11	26%	2%	-3%	-4%[11.5 µM]	1%
CCOc1cc(NC(=O)C2CC2)c(OCC)cc1NC(=O)c1cccnc1	0%	3%	-1%	8%	4%	·	-13%	-3%	-5%	-21%	2%
O=C(NC1CCCCC1)c1cc(-c2ccccc2O)on1	?	-13%	?	?	?	-5	6%	-3%	9%	1%	?
CNC(=O)[C@@]1(Cc2ccccc2)C=C[C@@H](C)N1C(C)=O	·	9%	·	?	·	2	-11%	·	·	-6%	·
O=C(Nc1ccc(N2CCCC2=O)cc1)c1cccc(F)c1	5.4µM*	-12%	?	-8%	1.6µM*	16	21%	-4%	-11%	-49%	3.2µM*
Cc1c(CC(=O)NCC(=O)NCC(=O)O)c(=O)oc2cc3c(cc12)CCC(C)(C)O3	?	-7%	0%	28%	-5%	13	-1%	-21%	12%	·	1%
CC1CCc2c(sc3ncn(CC(=O)N4CCCCC4)c(=O)c23)C1 (stereo unspecified)	-10%	5%	2%	-7%	-2%	11	15%	6%	-7%	-4%	-3%
O=C(COc1ccccc1Cl)NCCC1=CCCCC1	-8%	1%	29%	-19%	1%	-10	-19%	24%	5%	5%	12%
Cc1cc2oc(=O)cc(CN3CCc4ccccc43)c2cc1Cl	-1%	-11%	12%	-1%	-2%	11	-14%	-4%	-3%	-2%	5%
COc1ccccc1C(=O)NCCC(=O)Nc1ccncc1	-5%	·	-3%	·	-4%	-18	·	-8%	·	·	-1%
CCN=C1S/C(=C/c2ccc(-c3ccc(Cl)cc3C(=O)O)o2)C(=O)N1CC	-17%	7%	2%	59%[activator]	0%	7	5%	6%	4%	·	-3%
COC(=O)c1ccc(C(=O)OC)c(NC(=S)N2CCC(C)CC2)c1	0%	19%	-1%	-6%	1%	-5	-43%	?	1%	0%	-2%
COc1cc(C(=O)N/N=C(\C)c2ccc(NC(=O)Cc3ccccc3)cc2)ccc1O	?	5%	?	·	23%	8	-35%	0%	1%	-3%	22%
COC(=O)c1sc(NC(=O)COc2ccccc2)nc1C	17µM*	25%	?	12%	?	8	0%	2%	-16%	-9%	?
Cc1cc2c(cc1C)NC(=O)CC(C(F)(F)C(F)(F)C(F)(F)F)=N2	0%	-6%	?	22%	1%	1	27%	0%	-8%	-9%	1%
CCCOc1ccc(OCCSc2nnc(N)s2)cc1	4.8µM*	15%	?	·	?	28	?	2%	-8%	3%	?
CCOC(=O)C1=C(CSc2nc(-c3ccccc3)ccc2C#N)OC(N)=C(C#N)C1c1ccccc1 (stereo unspecified)	-20%	22%	?	-17%	12%	-12	0%	1%	15%	5%	19%
O=C(Nc1ccc2ccccc2n1)Nc1cccs1	-6%	-3%	20%	·	26%	8	3%	4%	-5%	1%	18%
CCOc1ccc(-c2cc(C(=O)NCCCN3CCN(CC)CC3)c3ccccc3n2)cc1	8.5µM*	-13%	?	5%	15%	4	6%	-8%	?	-9%	17%
S=C1NCN(Cc2cccnc2)CN1c1cccc(Cl)c1	-1%	3%	-15%	·	2%	17	-12%	4%	·	0%	0%
CCOC(=O)c1ccc(-n2c(CN3CCN(CC)CC3)nc3ccc([N+](=O)[O-])cc3c2=O)cc1	0%	0%	-19%	-3%	7%	-23	26%	6%	?	0%	4%
CC(O)[C@H]1CNC(=O)C(=O)N1CC(C)(C)C (stereo partly specified)	-1%	5%	0%	·	-5%	6	-6%	-1%	-4%	-2%	-4%
CN(CC(=O)Nc1c(Cl)cccc1Cl)C(=O)CCc1nc2sc3c(c2c(=O)[nH]1)CCCC3	15%	·	?	·	1%	0	·	-4%	·	·	3%
COc1cc(/C=C/C(=O)O)cc(S(=O)(=O)Nc2ccc3c(c2)CCC3)c1OC	1%	3%	6%	12%	1%	-3	4%	-6%	4%	-9%	-2%
O=C(Nc1ccccc1-c1ccccc1)C1CCCC1	-2%	-5%	-5%	-5%	0%	?	0%	-6%	-10%	8%	6%
COc1cc2[nH]c(C(=O)N(C)C3CCS(=O)(=O)C3)cc2c(OC)c1OC (stereo unspecified)	-1%	-1%	18%	·	-1%	-9	-30%	-1%	2%	·	0%
N#Cc1ccc(C(=O)OCC(=O)N2CCCCCC2)cc1	4%	·	7%	·	-7%	1	·	1%	·	·	1%
O=C(Oc1csc(=S)n1C(=O)c1ccccc1)c1ccccc1	?	-11%	6%	·	1%	0	?	6%	14%	-73%	0%
COC(=O)CCc1c(C)c(C(=O)c2cccc(OC)c2OC)c2ccccn12	-2%	-7%	?	-17%	1%	-2	6%	13%	?	·	-3%[1.84 µM]
O=C(COC(=O)c1cc[n+]([O-])cc1)Nc1ccc(Br)cc1	·	·	0%	·	-5%	10	·	-5%	·	·	-1%
C[C@H](Nc1ccc(C(F)(F)F)cc1[N+](=O)[O-])C(=O)O	3%	0%	8%	·	0%	15	23%	-11%	?	-1%	-2%
COc1ccc(N/C=C/C(=O)c2cc(OC)c(OC)c(OC)c2)cc1	6µM*	17%	?	8%	-8%	2	22%	-4%	?	1%	-8%
CCN(CC)C(=O)C1CCCN(C(=O)Nc2ccccc2)C1 (stereo unspecified)	-2%	-4%	11%	10%	-5%	20	-23%	0%	-4%	15%	6%
O=C(Cn1cccc1C(=O)c1ccccc1)NCCc1ccccc1	1%	0%	1%	-1%	-3%	5	12%	4%	5%	·	1%
COc1ccc(NC(=O)C2CCN(S(=O)(=O)c3ccc(OC)c(OC)c3)CC2)c(OC)c1	3%	-7%	-2%	7%	-4%	4	4%	4%	-6%	-3%	-10%
O=C(OCC(=O)N1CCCCC1)c1n[nH]c(=O)c2ccccc12	?	·	18%	·	-2%	-15	·	3%	·	·	-4%
S=C(c1c[nH]c2ccc(Br)cc12)N1CCOCC1	4%	0%	0%	-1%	0%	-11	61%	7%	-9%	5%	0%
CC(=O)c1ccc(NC2=C(N3CCOCC3)C(=O)c3ccccc3C2=O)cc1	?	17%	?	5%	-17%	2	-42%	-8%	?	-10%	-1%
COc1ccc(C)cc1NC(=O)c1ccc(N(C)S(C)(=O)=O)cc1	-15%	-2%	1%	17%	-1%	7	-1%	-3%	4%	5%	7%
CCc1ccccc1N1C(=O)C2CC(C)=C(C)CC2C1=O (stereo unspecified)	-3%	-4%	-5%	-8%	-2%	-4	0%	3%	3%	2%	-5%
Cc1ccc(S(=O)(=O)CCSc2cccc(C(=O)Nc3ccccc3C(=O)O)c2)cc1	-18%	-7%	6%	?	5%	18	?	0%	·	-3%	12%
Cc1cc(C)nc(SCC(=O)Nc2cc(C)on2)n1	-1%	-2%	-1%	-1%	12%	-1	-6%	-8%	-6%	0%	0%
O=C(CCCCC(=O)N1CCN(c2ccccc2)CC1)N1CCN(c2ccccc2)CC1	6%	0%	-2%	7%	-10%	·	-6%	1%	-8%	4%	3%
CN(C)S(=O)(=O)c1ccc(Cl)c(NC(=O)COC(=O)C2CSC3(C)CCC(=O)N23)c1 (stereo unspecified)	5%	-1%	3%	14%	-2%	0	1%	-2%	-9%	4%	4%
CCn1c(-c2csc(-c3ccc(Cl)cc3)n2)n[nH]c1=S	-1%	?	10%	-3%	10%	3	1.3µM*	-2%	-3%	3%	7%

Screening results from PubChem BioAssay.

These rows are one share of the data; count on the stated rates, not on these rows.
